Assay outcomes (PubChem BioAssay)
ERK EGF block: qHTS Assay for Inhibitors of the ERK Signaling Pathway using a Homogeneous Screening Assay; Stimulation with EGF. hit rate 0.41% among 130,000. HEK293-V1b, EGF-stimulated phospho-ERK AlphaScreen. Potency, µM (highest dose often 11.5 µM), for the others: at the top dose activity change, negative = inhibition, actives largely listed as inhibitors; active means well fitted inhibition curve with a large enough effect; inconclusive means small, poorly fitted or top-dose-only effect, or effect the other way;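 further: plate controls were stimulated vehicle wells for no effect and unstimulated vehicle basal for full effect; nearly all actives have a fitted effect of over 55% in size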
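V1b-HEK293, 1% FBS o/n; cpd 30 min 37C; EGF 25 nM final, 5 min; lyse 10 min; AlphaScreen beads 5 h RT. Normalized DMSO basal vs EGF max; Hill AC50.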
Numbers without * were called inactive; ? = inconclusive; [ ] = remark or other dose. Potency means the concentration at half of the fitted maximal effect. This is a subset (hit frequency here may not be typical).

SMILES | ERK EGF block
COCCNC(=O)C1CCCN(S(=O)(=O)c2c(C)noc2/C=C/c2cccs2)C1 (stereo not drawn) | 4.9%[57.5 µM]
CCOP(=O)(OCC)C(Nc1ccccc1)c1ccccc1C(F)(F)F (stereo not drawn) | 8.9%[57.5 µM]
CCCCc1ncc(CN2CCN(Cc3ccc(C)cc3)C(CCO)C2)[nH]1 (stereo not drawn) | -25.1%
CC(C)NS(=O)(=O)c1ccc(NC(=S)NC(=O)c2cccc([N+](=O)[O-])c2)cc1 | 4.0%
CN(C(=O)CSc1nnc(-c2n[nH]c3ccccc23)o1)c1ccccc1 | ?
O=C(Cc1ccc([N+](=O)[O-])cc1)Nc1ccc(Cl)cc1 | 10.3%
CC1Cc2ccccc2N1CC(=O)NC(=O)NC(C)(C)C (stereo not drawn) | -0.4%
CNC(=S)Nc1ccc(OC(F)(F)F)cc1 | 4.0%
CCCNC(=O)c1cc2ccccc2c(=O)o1 | 1.2%
O=S(=O)(c1cccc(Cl)c1Cl)N1CCN(C(=S)NCCCN2CCOCC2)CC1 | -3.0%
O=C1c2ccncc2C(=O)N1CNc1ccc(Cl)cc1 | 4.4%
CCC(=O)N1CCN(c2ccc(NC(=S)NC(=O)C(C)C)cc2)CC1 | 3.9%
CC(C)C(NC(=O)OCc1ccccc1)C(=O)OCC(=O)NC1CC1 (stereo not drawn) | -0.6%
COCC(C)NCc1ccc(OC)c(Br)c1 (stereo not drawn) | -4.4%
C#CCOCCOCCOCCNc1nc(N2CCN(C(=O)[C@H](CCCCN)n3cc([C@@H](N)CO)nn3)CC2)nc(N2CCN(C(=O)[C@H](Cc3cc4ccccc4[nH]3)n3cc([C@@H](N)CC(C)C)nn3)CC2)n1 | -6.9%[57.5 µM]
Nc1nc(NC(=O)c2ccccc2)nn1-c1ccccc1 | 13.6%
O=C(Nc1ccccc1[N+](=O)[O-])c1cccnc1Cl | 4.9%
Cc1[nH]c2c(Cl)cccc2c1CCNC(=O)C1CCCCC1C(=O)OCC(F)(F)F (stereo not drawn) | -5.9%
Cc1ccc(S(=O)(=O)N2CCC(=O)N(C(COCc3ccc(Cl)c(Cl)c3)Cc3ccccc3)CC2)cc1 (stereo not drawn) | 1.5%
CCOC(=O)Cc1nnc(-c2ccccc2)o1 | 1.7%
CCOC(=O)c1c(C)[nH]c(C2=NNC(=NC3CC3)SC2)c1C | -9.0%
CCc1nc(C#N)c(N2CCOCC2)o1 | -9.4%
CCOC(=O)c1nn(-c2ccccc2C)c2nc(Nc3ccccc3)cc(=O)n12 | -1.1%
CN(c1ccccc1C(=O)O)S(=O)(=O)c1ccc2c3c(cccc13)C(=O)N2 | -9.9%
Cc1[nH]c2ccccc2c1CCNC(=O)c1c(N)no[n+]1[O-] | ?
O=C(CCc1ccccc1)N/N=C/c1cccc(O)c1 | 8.9%
COC(=O)N/N=C/c1ccc(-c2ccc(Cl)c(Cl)c2)o1 | 2.9%
CC(CN(C)Cc1ccccc1)OC(=O)c1cccc(F)c1 (stereo not drawn) | 13.1%
CCCc1n[nH]c2c1/C(=N\OCC)CC(C)(C)C2 | 13.2%[57.5 µM]
CSCCC(NC(=O)c1cc([N+](=O)[O-])ccc1Cl)C(=O)O (stereo not drawn) | 7.4%
CCc1nnc(NC(=O)C2CCN(S(=O)(=O)c3ccc(C)cc3)CC2)s1 | -1.0%
O=C(OC1CCOC1=O)c1ccc(N2CCCC2)c([N+](=O)[O-])c1 (stereo not drawn) | 9.9%
COc1ccc(C(CNC(=S)NCc2ccccc2)N2CCCC2)cc1 (stereo not drawn) | 0.2%
CSc1nnnn1-c1ccc(Cl)cc1 | -7.1%
COc1ccc(NC(C)=O)c(C)c1 | -3.3%
COc1ccc(-c2cn3c(C)c(C(=O)Nc4cccc(C)n4)sc3n2)cc1 | ?
Cc1ccc(CC(=O)NC2CCSC2=O)cc1 (stereo not drawn) | 26.2%
CCCn1c(=O)c(C(=O)Nc2ccccc2)c(O)c2ccccc21 | 4.4%
COc1ccc(/C=C/C(=O)NCc2cccnc2)cc1 | 15.5%
CCN(CC)S(=O)(=O)c1ccc(NC(=O)COC(=O)CNS(=O)(=O)/C=C/c2ccccc2)cc1 | 1.9%

Structures above containing an aryl thioether with sulfur outside any ring, in the order listed:
SMILES | ERK EGF block
CN(C(=O)CSc1nnc(-c2n[nH]c3ccccc23)o1)c1ccccc1 | ?
CSc1nnnn1-c1ccc(Cl)cc1 | -7.1%

Next section
SMILES | ERK EGF block
Cc1[nH]c2ccccc2c1C(=O)C(=O)NCCc1ccc(S(N)(=O)=O)cc1 | 7.2%
C=CCNC(=O)c1c(Cl)nc(C)c([N+](=O)[O-])c1C | -5.8%
CNC(=S)NNc1ccccc1[N+](=O)[O-] | -0.6%
COc1ccccc1C1CC(c2ccco2)=NN1S(C)(=O)=O (stereo not drawn) | -1.3%
CC(C)CCCC(C)C1CCC2C3CC=C4CC(O)CCC4(C)C3CCC12C (stereo not drawn) | 4.6%
Nc1cnc(CNc2ccccc2Cl)cn1 | -4.4%[57.5 µM]
C=CCNC(=O)NC(=O)COC(=O)/C=C/c1cccc([N+](=O)[O-])c1 | 9.2%
COc1cc(NC(=O)CSc2nnc3ccc(-c4ccncc4)nn23)cc(OC)c1 | -21.5%
O=C1CSc2ccc(C(=O)NCC(c3ccco3)N3CCCCC3)cc2N1 (stereo not drawn) | -8.7%
CCN(CC)S(=O)(=O)c1ccc(NC(=O)c2ccc(Cl)nc2)cc1 | 2.1%[57.5 µM]
O=C(N/N=C/c1c(Cl)[nH]c2ccccc12)c1sc2ccccc2c1Cl | 7.3%
Fc1ccc(N/N=C/C=C/c2ccccc2)c(F)c1 | 0.1%
O=C(OCn1nnc2ccccc2c1=O)C1CCN(S(=O)(=O)c2cccs2)CC1 | -2.3%
O=C(/C=C/c1ccccc1)NCCc1ccccc1 | -8.1%[57.5 µM]
O=C1c2ccccc2C(=O)c2c1ncn2-c1ccccc1 | 8.8%
Cc1ccc(C(=O)Nc2nnc(-c3ccncc3)o2)cc1 | 25.6%
Cc1cc(C)cc(OCC(=O)OCc2nnc(-c3ccccc3)o2)c1 | 1.9%
O=C1NC(c2ccccc2)Nc2c1sc(=S)n2-c1ccccc1 (stereo not drawn) | 0.1%
CCc1ccc2c(c1)C(O)(CC(=O)c1cccs1)C(=O)N2 (stereo not drawn) | -1.5%
CCOC(=O)Nc1sc(C)c(C)c1C(=O)OCC | -9.5%
COc1ccc(N=C2NN=C(c3c(C)[nH]c4ccccc34)CS2)cc1 | -2.0%
CC(=O)C1C(c2ccc([N+](=O)[O-])cc2)c2c(noc2C)CC1(C)O (stereo not drawn) | 1.3%[57.5 µM]
CCN(Cc1ccccc1)C(=O)c1ccc(Cl)cc1[N+](=O)[O-] | -4.4%
N#Cc1cccc(NC(=O)N2CCCC3(CCN(C(=O)c4csnn4)CC3)C2)c1 | -1.0%
COc1ccc(S(=O)(=O)N/N=C/c2ccc(OCCN3CCOCC3)c(OC)c2)cc1 | -4.1%
CCOc1ccccc1NC(=O)c1ccc([N+](=O)[O-])cc1 | -11.0%
O=c1c(CCc2ccccc2)nc2cnc(Oc3cccc(Cl)c3)nc2n1C[C@H]1CCCO1 | 2.1%
COc1oc(-c2ccc(Cl)cc2)nc1C(F)(F)F | 7.1%
CN1C(=O)CSc2ccc(NC(=O)NCc3ccccc3)cc21 | 5.7%[57.5 µM]
Cc1ccc(-c2csc(NC(=O)c3cc([N+](=O)[O-])ccc3N3CCOCC3)n2)cc1 | -5.2%
O=C(Nc1ccccc1C(=O)O)c1cc(S(=O)(=O)N2CCCCC2)cs1 | 3.4%
CCOC(=O)Cc1nnc(NC(=O)CSc2ncc(-c3ccccc3)nn2)s1 | 0.9%
Cc1cc(-c2n[nH]c(=S)n2/N=C/c2ccco2)n[nH]1 | -12.8%[57.5 µM]
Cc1ccc(C(=O)c2cc([N+](=O)[O-])ccc2N2CCOCC2)cc1C | 5.4%
Cc1cccc(NC(=O)CN2C(=O)C(C)Oc3ccccc32)n1 (stereo not drawn) | 4.3%
S=c1[nH]nc(CCSCc2ccccc2)n1-c1ccccc1 | 0.2%
CC(=O)c1ccc(NC(=S)NCCCn2ccnc2)cc1 | 10.3%
COc1cc2nc(N(C)CCCNC(=O)[C@@H]3CCCO3)nc(N)c2cc1OC | 7.4%[25.7 µM]
CCOC(=O)C1=C(CN2CCOCC2)NC(=O)NC1c1cccc([N+](=O)[O-])c1 (stereo not drawn) | 7.6%
Cc1onc(-c2ccccc2)c1NC(=O)Nc1ccc(OC(F)F)cc1 | 5.6%[57.5 µM]
Cc1[nH]c2ccccc2c1SCCNC(=O)c1ccc(Br)o1 | ?
CCOc1ncccc1C(=O)OCc1ccc(Cl)cc1 | ?
Cc1cc(C)n(CC(=O)n2c(C)c(C)c3ccccc32)n1 | -6.8%
O=C(c1cccc(C(=O)N(c2ccccn2)C2CCCCC2)c1)N(c1ccccn1)C1CCCCC1 | -1.5%
COc1cc(/C=N/NC(=S)NCc2ccco2)cc(OC)c1OC | ?
COc1ccc(CNC(=O)CSc2nc3cccnc3s2)cc1 | 2.5%[57.5 µM]
CCCCC(O)(CCCC)C(=O)N/N=C(\C)c1ccc(Cl)cc1 | -1.9%[57.5 µM]
O=C(Cc1ccccc1)NNc1ccc2ccccc2c1 | 7.6%
CCCCC1=CC2=C(OC(C)=O)C(=O)C(C)(OC(=O)C3CCCC3)C(=O)C2=CO1 (stereo not drawn) | -8.8%
Fc1ccc(CSc2ncnc3scc(-c4ccccc4)c23)cc1 | ?
(continued)
SMILES | ERK EGF block
Cc1csc(NC(=O)c2cncc(Br)c2)n1 | -3.8%
CCOC(=O)C(NC(=O)c1ccc(OC)cc1)(N1CCCC1=O)C(F)(F)F (stereo not drawn) | -8.2%
Cn1c(SCC(=O)N2c3ccccc3Sc3ccccc32)nc2ccccc21 | -0.3%
CCOC(=O)/C(=C/c1ccc(OC)cc1)NC(=O)c1ccco1 | 9.0%
COc1ccc(N2CC(C(=O)Nc3nnc(SCc4ccccn4)s3)CC2=O)cc1 (stereo not drawn) | -2.0%
CCNC(=O)CC1SC(=Nc2ccccc2C)N(C)C1=O (stereo not drawn) | 9.6%
O=C(Nc1ccccc1)c1snc2c(=O)[nH]cnc12 | 6.5%
CC(=O)Nc1ccc(-c2nnn(CC(=O)c3ccc(F)cc3)n2)cc1Cl | 12.6%[57.5 µM]
CC(C)N1CCc2c(sc(NC(=O)c3cc4cc([N+](=O)[O-])ccc4s3)c2C(N)=O)C1 | -0.9%
Nc1c(NC(=O)CC[n+]2ccccc2)cccc1[N+](=O)[O-] | 11.7%
CCCC(=O)NCc1cc(-c2nn(C)c(=O)c3ccccc23)ccc1OC | -3.5%
Cc1ccc(C(=O)Nc2ccccc2C(=O)O)cc1NC(=O)COc1c(C)cccc1C | -5.7%
CC1=NN(C(=O)c2cccnc2)C(O)(C(F)(F)F)C1 (stereo not drawn) | 1.2%
C=CCN(CC(=O)O)S(=O)(=O)c1ccccc1C(F)(F)F | -2.0%
Cc1ccc(O)c(C(CC(=O)NC2CCCCC2)c2ccccc2)c1 (stereo not drawn) | -3.2%
CCOc1cc(/C=C/C(=O)O)ccc1OCCO | -1.0%
Cc1cc(N2CCN(C)CC2)nc2ccc(NC(=S)N3CCCCCC3)cc12 | 0.8%
Cc1c(NC(=O)CCCN2C(=O)c3cccc4cccc(c34)C2=O)c(=O)n(-c2ccccc2)n1C | 0.5%
Cc1cc(C(=O)COc2ccc(Cl)cc2Br)c(C)n1C | 5.5%
O=C(N/N=C/c1c(O)n(-c2ccccc2Cl)c(=O)c2ccccc12)C1COc2ccccc2O1 (stereo not drawn) | 2.9%
COc1cccc(/C=N/NC(=O)Cn2nc([N+](=O)[O-])cc2C)c1 | 31.0%[57.5 µM]
O=C1N/C(=N\N=C\c2cccs2)SC1Cc1ccc(Cl)cc1 (stereo not drawn) | -8.6%
C=CCCCCCCCCC(=O)NNC1CC(=O)N(c2ccccc2)C1=O (stereo not drawn) | 0.4%[57.5 µM]
CC(Cc1ccccc1)NC(=O)/C=C/c1ccc([N+](=O)[O-])cc1 (stereo not drawn) | -4.4%
Cc1ccc(S(=O)(=O)Oc2ccc(/C=N/NC(=O)c3nn(C)cc3[N+](=O)[O-])cc2)cc1 | -4.3%
COC(=O)c1ccc(C(=O)N(CCN(C)C)c2nc3c(Cl)cccc3s2)cc1 | -5.2%
Cc1cc(N=Cc2c(O)n(-c3ccc(C)c(C)c3)c(=O)c3ccccc23)no1 | 0.3%
CCN(CC)Cc1cc(C(=O)O)c(-c2ccccc2)o1 | 8.6%[57.5 µM]
COc1cc(CNCCO)cc(Br)c1OCc1ccccc1 | 4.1%

Compounds shown so far with fluorine (12):
SMILES | ERK EGF block
CCOP(=O)(OCC)C(Nc1ccccc1)c1ccccc1C(F)(F)F (stereo not drawn) | 8.9%[57.5 µM]
CNC(=S)Nc1ccc(OC(F)(F)F)cc1 | 4.0%
Cc1[nH]c2c(Cl)cccc2c1CCNC(=O)C1CCCCC1C(=O)OCC(F)(F)F (stereo not drawn) | -5.9%
CC(CN(C)Cc1ccccc1)OC(=O)c1cccc(F)c1 (stereo not drawn) | 13.1%
Fc1ccc(N/N=C/C=C/c2ccccc2)c(F)c1 | 0.1%
COc1oc(-c2ccc(Cl)cc2)nc1C(F)(F)F | 7.1%
Cc1onc(-c2ccccc2)c1NC(=O)Nc1ccc(OC(F)F)cc1 | 5.6%[57.5 µM]
Fc1ccc(CSc2ncnc3scc(-c4ccccc4)c23)cc1 | ?
CCOC(=O)C(NC(=O)c1ccc(OC)cc1)(N1CCCC1=O)C(F)(F)F (stereo not drawn) | -8.2%
CC(=O)Nc1ccc(-c2nnn(CC(=O)c3ccc(F)cc3)n2)cc1Cl | 12.6%[57.5 µM]
CC1=NN(C(=O)c2cccnc2)C(O)(C(F)(F)F)C1 (stereo not drawn) | 1.2%
C=CCN(CC(=O)O)S(=O)(=O)c1ccccc1C(F)(F)F | -2.0%
